High-throughput results (PubChem BioAssay)
Giardia kill: kills Giardia lamblia | Giardia lamblia trophozoite viability | activity change, % at 7.66 µM, hits read low | actives 0.15% (n = 340,000) | AID 540267; in the data active = activity change below about -80%; inconclusive = between about -30% and that limit;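 note: parasites exposed to compound for two days anaerobically before the ATP read; % is set by controls: 0 for no effect and ±100 for the full control effect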
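Giardia trophozoites, 100 cells per well, were exposed to compounds for 48 hrs at 37 deg C under anaerobic conditions; viability was then read as ATP content by bioluminescence after 15-30 min at room temperature.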
NPC1 promoter act: activates the NPC1 promoter | AID 485313 | Huh7 NPC1 promoter luciferase reporter, 24 h | Potency, µM (titrated, usually from 9.22 µM), for the others: at the highest dose activation, most hits filed as activators | actives 2.4% (n = 320,000);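 note: potency is the fitted concentration of half-maximal effect; % of control where 0% means no effect; nearly all actives have a fitted effect of over 60% in size; reporter is driven by a mutant NPC1 promoter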
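In 1536-well qHTS, Huh7 cells harboring an NPC1 promoter–luciferase construct received compound for 24 h; activation was quantified by luminescence following luciferase reagent addition.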
ELG1 genotoxic: genotoxicity induction in ELG1-luciferase HEK293T cells | Potency, µM (doses to about 46 µM), for inactives: at the highest dose activity change, positive = activation, hits mostly activators | actives 1.3% (n = 330,000) | AID 504466 | HEK293T ELG1-luciferase reporter, luminescence, 16 h; note: potency is the fitted concentration of half-maximal effect; % of control where 0% means no effect; nearly all actives have a fitted effect of over 60% in size
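Reporter readout depends on ELG1 protein level, which increases with genetic stress. After 16 hr compound exposure at 37 °C, luciferase activity was quantified using ONE-Glo.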
FLuc modulator: firefly luciferase modulation, counter-screen for miR-21 project. Potency, µM (top dose mostly 57.5 µM), for inactives: top-dose activity change, negative = inhibition, usual class: inhibitors. P08659. purified FLuc, Km substrates, luminescence inhibition. actives 6.9% (n = 360,000);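 note: potency is the fitted concentration of half-maximal effect; plate controls were vehicle for no effect and reference inhibitor for full effect; nearly all actives have a fitted effect of over 55% in size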
Target sequence (P08659 whole entry, looked up): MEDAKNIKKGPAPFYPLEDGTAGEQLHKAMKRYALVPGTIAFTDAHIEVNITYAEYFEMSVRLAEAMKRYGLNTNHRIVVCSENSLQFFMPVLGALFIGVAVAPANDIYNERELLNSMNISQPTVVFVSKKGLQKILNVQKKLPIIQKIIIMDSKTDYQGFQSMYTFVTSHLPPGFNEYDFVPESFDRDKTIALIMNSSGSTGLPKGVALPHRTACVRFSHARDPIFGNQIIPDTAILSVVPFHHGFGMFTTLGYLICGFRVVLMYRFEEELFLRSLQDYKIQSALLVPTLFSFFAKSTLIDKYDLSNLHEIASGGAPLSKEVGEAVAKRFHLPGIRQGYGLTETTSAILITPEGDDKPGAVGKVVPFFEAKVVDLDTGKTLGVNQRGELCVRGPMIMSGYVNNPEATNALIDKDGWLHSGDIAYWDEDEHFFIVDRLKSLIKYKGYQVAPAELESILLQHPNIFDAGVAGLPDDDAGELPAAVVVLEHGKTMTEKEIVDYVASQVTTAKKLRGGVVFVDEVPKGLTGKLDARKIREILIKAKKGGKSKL
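Biochemical qHTS of compounds, final roughly 60 µM downward over six points, against 10 nM purified firefly luciferase using Km concentrations of substrates (10 uM D-luciferin, 10 uM ATP) in Tris acetate pH 7.5 buffer; luminescence output.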
KCNH2 3.1 block: blocks the human KCNH2 3.1 channel isoform | actives 0.95% (n = 340,000) | activity change, % (tested at about 1.8 µM) | U2OS KCNH2 3.1, thallium flux FluxOr; hits give low values | AID 720553;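 active = maximum activity change below -70%; inconclusive = maximum activity change from -70% to -50%; inactive = maximum activity change above -50%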;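 note: thallium influx rate constant from kinetic fluorescence after stimulation buffer; % is set by controls: 0 for no effect and ±100 for the full control effect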
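Thallium flux read-out: FluxOr dye with Red40 quencher in HBSS/HEPES, 45 min at RT. Rate constants from kinetic reads were normalized to positive and negative DMSO controls. Cells: U2OS virally expressing the 3.1 isoform.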
RORgamma inh: blocks mouse ROR gamma transcriptional activity | Drosophila S2 Gal4-RORgamma UAS-luciferase reporter, 20 h | actives 5.4% (n = 310,000) | P51450 | Potency, µM (highest dose often 53.6 µM), for the others: top-dose activity change, negative = inhibition, most hits filed as inhibitors | AID 2551; note: potency is the fitted concentration of half-maximal effect; % is set by controls: 0 for no effect and ±100 for the full control effect; nearly all actives have a fitted effect of over 60% in size
Target sequence (P51450 whole entry, looked up, the tested form may be a part): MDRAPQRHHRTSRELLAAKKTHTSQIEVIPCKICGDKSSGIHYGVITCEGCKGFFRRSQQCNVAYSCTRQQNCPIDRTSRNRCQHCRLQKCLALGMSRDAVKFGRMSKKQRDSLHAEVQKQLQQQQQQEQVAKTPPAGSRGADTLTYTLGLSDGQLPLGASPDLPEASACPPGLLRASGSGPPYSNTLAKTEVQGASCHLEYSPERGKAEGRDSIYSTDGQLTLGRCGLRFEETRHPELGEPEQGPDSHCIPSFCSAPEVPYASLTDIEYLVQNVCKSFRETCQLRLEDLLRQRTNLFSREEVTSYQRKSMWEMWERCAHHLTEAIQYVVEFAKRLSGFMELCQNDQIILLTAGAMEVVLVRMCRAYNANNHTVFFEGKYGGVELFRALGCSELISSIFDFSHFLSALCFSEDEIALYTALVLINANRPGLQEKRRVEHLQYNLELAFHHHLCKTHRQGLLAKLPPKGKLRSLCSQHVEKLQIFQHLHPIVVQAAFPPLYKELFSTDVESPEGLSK
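Read-out: Photinus luciferase luminescence; inhibitors lower reporter signal. Insect Schneider cells with Gal4-ROR gamma fusion under metallothionein promoter, UAS reporter; 700 uM final copper sulfate induction, 20 hr, ambient temperature.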
Tb PFK block: T. brucei PFK enzyme inhibition | AID 485367 | T. brucei PFK, ADP-Glo luminescence | O15648 | Potency, µM (top dose mostly 57.5 µM), without a hit: at the top dose activity, negative = inhibition, usual class: inhibitors | actives 0.17% (n = 330,000);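 note: potency is the fitted concentration of half-maximal effect; 0% = uninhibited 1x PFK enzyme wells and -100% = no-enzyme wells; nearly all actives have a fitted effect of over 60% in size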
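Activity is normalized to no-enzyme wells (full inhibition) and 1.25 nM enzyme wells (no inhibition). Reaction: 0.5 mM F6P, 0.1 mM ATP, 45 min RT, ADP-Glo luminescence; concentration-response curves fitted and classed by quality.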
FBPA coupling cs: inhibits coupling enzyme system, counter-screen for aldolase hits. coupling enzyme system counterscreen, AmpLite Red fluorescence. AID 2472. activity change, negative = inhibition, % at 58.2 µM, hits read low. actives 0.67% (n = 290,000); in the data active = activity change below about -30%; note: % is set by controls: 0 for no effect and ±100 for the full control effect
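Counterscreen lacking aldolase: glyceraldehyde-3-phosphate coupling-enzyme reagent preincubated 10 min at RT with compound (at 57.5 uM final), then substrate/coupling system with AmpLite Red added; fluorescence read at 525/598 nm after 20 min RT.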
uPA surface inh: cell surface uPA generation inhibition; actives 0.31% (n = 330,000); Potency, µM (titrated, usually from 38.3 µM), for the others: at the highest dose activity change, negative = inhibition, usual class: inhibitors; AID 540303; cell surface uPA generation assay, qHTS; active = well fitted inhibition curve with a large enough effect; inconclusive = small, poorly fitted or top-dose-only effect; inactive = no such curve, though single readings can be large or run the other way; tested in mouse RAW 264.7 cells; note: potency is the fitted concentration of half-maximal effect; % is set by controls: 0 for no effect and ±100 for the full control effect; nearly all actives have a fitted effect of over 55% in size
Rab9 promoter act: activators of Rab9 promoter; actives 2.8% (n = 320,000); AID 485297; Potency, µM (titrated, usually from 9.22 µM), for the others: top-dose activation, negative = inhibition, usual class: activators; Huh7 Rab9 promoter-luciferase reporter, luminescence, 24 h; note: potency is the fitted concentration of half-maximal effect; % of control where 0% means no effect; nearly all actives have a fitted effect of over 60% in size
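Measured in stably transfected Huh7 cells bearing a Rab9 promoter–luciferase construct: 24 h compound treatment at 37 °C, followed by luminescence detection.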
VP16 counter: counter-screen for ROR gamma inhibitors: Gal4-VP16 reporter | Drosophila S2 Gal4-VP16 UAS-luciferase, luminescence, 20 h | Potency, µM (series often up to 53.6 µM), for the others: at the highest dose activity, negative = inhibition, usual class: inhibitors | actives 3.5% (n = 310,000);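 note: Gal4-VP16 expression switched on by copper sulfate through the metallothionein promoter; potency is the fitted concentration of half-maximal effect; % is set by controls: 0 for no effect and ±100 for the full control effect; nearly all actives have a fitted effect of over 50% in size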
The depositor's hits bear a star; u = inconclusive; x = not tested or not shown; [ ] = dose if it differs, or a comment. Unless noted, calls come from the whole dose curve; as a rule, active = well fitted curve in the direction sought with a large enough effect; inconclusive = small, poorly fitted or top-dose-only effect, or another doubt; inactive = no such curve, though single readings can be large; an effect the other way counts as inactive or inconclusive. A portion of the library; rates above refer to the full screens.

Values run as follows: Giardia kill	NPC1 promoter act	ELG1 genotoxic	FLuc modulator	KCNH2 3.1 block	RORgamma inh	Tb PFK block	FBPA coupling cs	uPA surface inh	Rab9 promoter act	VP16 counter
- COc1ccc(OCCn2cc(/C=C(\C#N)C(=O)NCc3ccco3)c3ccccc32)cc1
→ 12	2%	15%	1%	4	-41%	-2%	-3	0%	-3%	3.5µM*
- Cc1nonc1OCCNCCNc1ccc([N+](=O)[O-])c2cccnc12
→ 1	-1%	-4%	-1%	x	1.8µM*	-1%	-13	1%	-4%	5µM*
- O=c1[nH]c(=O)n(Cc2ccco2)c(O)c1/C=N/N1CCCCCC1
→ -2	-6%	1%	1%	5	10%	1%	0	-6%	-17%	2%
- c1ccc(C2=NP(N3CCOCC3)(N3CCOCC3)=NC(N3CCOCC3)=N2)cc1
→ x	-1%	2%	3%	x	0%	2%	0	x	4%	1%
- Cc1[nH]c2c(Cl)cccc2c1CCN
→ -13	1%	u	0%	-10	31%	19µM*	1	5%	-6%	3%
- Oc1ccc(C[C@H]2NCCc3cc(O)c(O)cc32)cc1O
→ 9	-2%	1%	-4%	-17	-29%	-26%	-10	-10%	3%	u
- CSC1=NP(=S)(SC)N2CCCC2=C1C#N (configuration not stated)
→ -13	-7%	-1%	3%	22	7%	4%	-4	-4%	-6%	1%
- O=C1CCN(C(=O)CNC(=O)Cc2ccccc2)CC1
→ 14	-4%	0%	-1%	-5	-1%	-6%	1	-4%	2%	-15%
- O=C(CNC(=O)c1cccs1)OCC(=O)c1ccc([N+](=O)[O-])cc1
→ -13	7%	-3%	0%	3	-9%	u	1	-1%	-5%	-8%
- CC(=O)N1N=C2C3CCN(CC3)C2C1c1ccccc1 (configuration not stated)
→ -4	-2%	-2%	1%	3	-17%	0%	1	4%	2%	-18%
- COCCCNC(=O)C[C@H]1C[C@H](C(=O)N2CCCCC2)[C@@]2(CCc3ccccc3)c3[nH]c4cc(-c5ccco5)ccc4c3CCN2C1=O
→ -2	x	-3%	x	6	x	-2%	x	u	x	x
- O=C(O)c1ccc(N=Cc2c(O)[nH]c(=O)[nH]c2=O)cc1
→ -14	-4%	-1%	3%	23	16%	1%	3	2%	-8%	1%
- O=C(c1ccccc1)N1CCN(CCc2ccccc2)CC1
→ -2	-4%	-1%	5%	-1	u	-7%	3	3%	-1%	-2%
- CCOc1cccc(OCC)c2c(C)[n+](CC3CCCO3)c(C)c1-2 (configuration not stated)
→ 5	0%	-1%	0%	-5	-18%	-28%	-23	18%	1%	-2%
- Cn1c(O)c(C(=Nc2ccc(F)cc2)c2ccccc2Cl)c(=O)n(C)c1=O
→ 11	-4%	-2%	1%	-1	20%	-4%	3	-7%	-4%	1%

Continued.
Values run as follows: Giardia kill	NPC1 promoter act	ELG1 genotoxic	FLuc modulator	KCNH2 3.1 block	RORgamma inh	Tb PFK block	FBPA coupling cs	uPA surface inh	Rab9 promoter act	VP16 counter
- O=C(O)C(F)(F)S(=O)(=O)O
→ 3	19%	-4%	-4%	5	u	14%	1	4%	12%	-27%
- COc1ccccc1-n1c(-c2cccs2)nc2ccccc2c1=O
→ -29	-1%	-13%	u	8	20%	-4%	-3	16%	-2%	-3%
- Cc1nc2c(=O)n(C)c(=O)nc-2n(C)n1
→ -107*	-42%[inhibitor]	-14%	0%	x	u	-3%	-2	-8%	-35%[inhibitor]	3.5µM*
- CCCc1cc(=O)oc2cc(OCc3ccc(C(=O)O)o3)ccc12
→ 6	12%	6%	u	2	9%	-5%	12	-1%	u	0%
- COc1ccc(-c2nn(CCC#N)cc2C(=O)O)cc1
→ 5	0%	-1%	-2%	-8	9%	u	3	3%	1%	-2%
- CC(=O)c1c(C)n(C2CCCCC2)c2ccc(O)cc12
→ -6	18%	-15%	-1%	12	u	6%	1	0%	-9%	-27%
- CCOC(=O)CSc1ccc2ccccc2n1
→ -8	-3%	1%	u	5	25%	0%	-1	-2%	-2%	-4%
- COC(=O)C1=C(c2cccc(C#N)c2)C[C@@H]2CC[C@H]1N2C(=O)NCCCOC(C)C
→ 0	0%	2%	2%	-3	x	1%	x	-8%	-2%	x
- CCOP(=O)(OCC)c1ccc(OP(=O)(c2cccc([N+](=O)[O-])c2)c2cccc([N+](=O)[O-])c2)cc1
→ 6	-6%	-3%	-1%	-4	28%	1%	5	1%	-2%	-10%
- CNC(=O)O/N=C/c1nn(C(=O)C(C)(C)C)cc1Br
→ 0	-2%	1%	1%	4	16%	-1%	2	2%	0%	3%
- COc1ccc(N=Cc2c(O)n(Cc3ccccc3)c(=S)[nH]c2=O)c(OC)c1
→ -14	u	u	1.2µM*	-20	-3%	0%	-1	2%	u	7%
- Cc1nc2ccccc2c(=O)n1-c1cc(F)ccc1F
→ -5	-1%	-1%	3%	9	-4%	-7%	0	1%	-6%	11%
- CSc1ccccc1C(=O)C1CCCN(Cc2ccncc2)C1 (configuration not stated)
→ 16	5%	-6%	-1%	2	-1%	-4%	0	1%	-11%	-16%
- CCCCn1c(O)c(C(C)=NCCCN(C)C)c(=O)[nH]c1=O
→ 27	-4%	-2%	1%	8	-1%	5%	-1	6%	11%	-3%
- Brc1ccccc1Cn1c(-c2cncs2)nc2ccccc21
→ -3	-1%	-11%	u	-7	6.3µM*	0%	0	-5%	-1%	-8%

The list goes on.
Values run as follows: Giardia kill	NPC1 promoter act	ELG1 genotoxic	FLuc modulator	KCNH2 3.1 block	RORgamma inh	Tb PFK block	FBPA coupling cs	uPA surface inh	Rab9 promoter act	VP16 counter
- S=c1[nH]nc(-c2ccco2)n1/N=C/c1cccs1
→ -1	-3%	2%	0%	13	-27%	-6%	-5	1%	-5%	u
- CCCCC(CC)CNCC(O)c1ccccc1 (configuration not stated)
→ 0	-5%	-1%	2%	10	u	5%	0	-1%	1%	-5%
- CSc1ncc(/C=C2/C(=O)NC(=O)N(C3CCCCC3)C2=O)cn1
→ 9	1%	2%	-16%	-5	0%	3%	9	0%	-10%	-9%
- CCC(=Nc1cc(OC)ccc1OC)c1c(O)[nH]c(=O)[nH]c1=O
→ 5	-3%	6%	3%	-5	2%	-2%	-9	2%	-3%	-7%
- NCCc1c[nH]c2ccc(C(N)=O)cc12
→ -7	-3%[46.1 µM]	-3%	0%	-4	-6%	-2%	1	15%	0%[46.1 µM]	2%
- COc1cc2[nH]c(=O)n(Cc3ccc(C(=O)NC4CCCC4)cc3)c(=O)c2cc1OC
→ -15	-1%	u	7%	24	16%	1%	4	1%	-1%	0%
- O=c1[nH]c(=O)n(Cc2ccco2)c(O)c1C=NCc1cccs1
→ -10	x	x	-1%	10	15%	x	3	-1%	x	-5%
- O=[N+]([O-])c1ccc(N2CCNCC2)cc1NCC1CCCO1 (configuration not stated)
→ 1	0%	2%	-5%	13	-28%	0%	1	x	-5%	-1%
- Cn1c(O)c(C=NCCN2CCOCC2)c(=O)[nH]c1=S
→ 0	-3%	-3%	2%	-11	15%	-4%	2	7%	0%	-6%
- CCN1CCN(S(=O)(=O)c2ccc(Cl)c(C(=O)Nc3ccc(C(=O)N(CC)CC)cc3)c2)CC1
→ -1	-10%	-11%	-2%	-12	u	1%	x	0%	-16%	-9%
- CC(C)[C@H]1C(=O)N2CCC[C@H]2[C@]2(O)O[C@](NC(=O)[C@@H]3C=C4c5cccc6[nH]cc(c56)C[C@H]4N(C)C3)(C(C)C)C(=O)N12
→ 0	-5%	0%	-11%	1	-28%	4%	-46*	u	-2%	-15%
- CCc1ccc(C(=O)C23CN4CN(CN(C4)C2)C3)cc1
→ 9	-2%	9%	-2%	6	u	3%	3	3%	-3%	4%
- O=C1/C(=C\c2cccnc2)N2CCC1CC2
→ 16	3%	1%	0%	15	-3%	1%	-6	0%	1%	3%
- Cc1ccc2c(c1)N(CCC(=O)N1CCC3(CC1)OCCO3)C(=O)CO2
→ 10	1%	0%	1%	3	-3%	2%	0	0%	-5%	4%
- Cc1ccc(C(=O)NC(=S)NNS(=O)(=O)c2ccc(C)cc2)cc1
→ 3	-4%	1%	1%	8	5.6µM*	11%	11	-1%	-6%	u
- CCn1cc(CN2CCCC(C(=O)c3sccc3C)C2)cn1 (configuration not stated)
→ -14	1%	-1%	1%	18	-21%	2%	0	-5%	12%	-1%
- COc1ccc(/C=C/C(=O)NC(=S)N2C[C@H]3C[C@H](C2)c2cccc(=O)n2C3)cc1OC
→ 6	1%	7%	1%	-1	-37%	-1%	0	2%	-1%	3%
- c1ccc2c(CCNC3=NCCC3)c[nH]c2c1
→ -6	7%	-4%	-1%	12	-2%	-2%	-3	0%	-2%	-7%
